Compound activity from PubChem.
GSH fluor: compound fluoresces at 488/530 nm on GSH beads; GSH beads flow cytometry, compound fluorescence 488/530 nm; active compounds read high; actives 0.25% (n = 190,000); fluorescence (KMESF) at 10 µM; in the data active = fluorescence above about 89;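 also: glutathione beads carrying GST-tagged Bcl family fusion proteins plus one bare bead set; values are compound well signal with DMSO vehicle wells as background; inactives centre near 16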
ABCG2 block: inhibitors of human ABCG2 transporter, ABCB1 counter-screen. actives 0.1% (n = 190,000). inhibition, % at 6.6 µM. IgMXP3 cells, JC-1 efflux, flow cytometry. Q9UNQ0;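 active = inhibition above 80%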;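 also: 0% = DMSO and 100% = nicardipine control wells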
Target sequence (Q9UNQ0 whole entry, looked up): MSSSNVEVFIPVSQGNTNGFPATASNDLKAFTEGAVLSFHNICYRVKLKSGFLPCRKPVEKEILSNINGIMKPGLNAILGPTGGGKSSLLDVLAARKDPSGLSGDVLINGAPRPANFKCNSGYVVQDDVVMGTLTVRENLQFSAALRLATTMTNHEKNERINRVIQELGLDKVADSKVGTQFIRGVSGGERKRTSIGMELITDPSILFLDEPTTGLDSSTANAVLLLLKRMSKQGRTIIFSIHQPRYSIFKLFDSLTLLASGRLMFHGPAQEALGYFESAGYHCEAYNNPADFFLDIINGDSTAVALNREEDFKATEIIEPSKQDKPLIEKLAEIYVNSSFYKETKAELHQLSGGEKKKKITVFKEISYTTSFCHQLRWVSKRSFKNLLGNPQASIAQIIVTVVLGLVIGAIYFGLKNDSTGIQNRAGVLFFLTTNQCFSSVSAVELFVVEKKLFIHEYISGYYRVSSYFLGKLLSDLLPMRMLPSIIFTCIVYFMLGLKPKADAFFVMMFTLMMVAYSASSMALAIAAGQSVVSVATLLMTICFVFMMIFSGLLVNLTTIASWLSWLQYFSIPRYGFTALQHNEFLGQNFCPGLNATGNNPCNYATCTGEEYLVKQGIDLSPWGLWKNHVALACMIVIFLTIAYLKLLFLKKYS
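Test system: IgMXP3 (ABCG2) plus far-red-tagged CCRF-Adr (ABCB1) cells. Reagent: JC-1 dye as substrate. Timing: 10 min exposure at 25 °C with rotation, no wash. Measured by: flow cytometric JC-1 green MFI at 530 nm. Read-out: percent efflux inhibition, scaled nicardipine 100% to DMSO 0%. Control set: nicardipine and DMSO wells.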
RGS8-Gao: modulates binding of RGS8 to human Galphao; P09471; multiplexed bead flow cytometry; actives lie on both sides; response (percent of control binding), % at 10 µM; actives 0.34% (n = 220,000); AID 1423; in the data active = response below about 60% or above about 140%; inactive = in between;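 also: Galphao activated as the GDP aluminium fluoride complex binding bead-coupled RGS8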
RGS7-Gao reg: modulates binding of RGS7 to human Galphao. binding response (% of control), % at 10 µM. actives 0.35% (n = 220,000). Multiplexed bead flow cytometry; actives lie on both sides. P09471. AID 1439; in the data active = binding response below about 49% or above about 150%; inconclusive = no clear call, values can overlap the other calls; inactive = in between;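 also: fluorescent Galphao held in activated GDP-AlF4 state binding bead-coupled RGS7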
ABCB1 block: inhibitors of human ABCB1 transporter, ABCG2 counter-screen; inhibition, % at 6.6 µM; P08183; actives 0.067% (n = 190,000); CCRF-Adr cells, JC-1 efflux, flow cytometry; in the data active = inhibition above about 40%;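 also: 0% = vehicle and 100% = reference inhibitor; higher value means more JC-1 retained so stronger ABCB1 efflux block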
Mcl1 Noxa PPI: disrupts binding of human Mcl-1 to Noxa peptide | TR-FRET Mcl-1/Noxa peptide binding, 2 h | inhibition, % at 21.7 µM | Q07820 | actives 1.5% (n = 220,000);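 active = compounds that cut the protein-peptide binding signal by more than 50% relative to plate controls in a single-dose test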;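 also: His-tagged Mcl-1 with rhodamine Noxa BH3 peptide and terbium anti-His antibody; 0% = Mcl-1 plus Noxa peptide wells and 100% = peptide-only wells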
Target sequence (Q07820 whole entry, looked up): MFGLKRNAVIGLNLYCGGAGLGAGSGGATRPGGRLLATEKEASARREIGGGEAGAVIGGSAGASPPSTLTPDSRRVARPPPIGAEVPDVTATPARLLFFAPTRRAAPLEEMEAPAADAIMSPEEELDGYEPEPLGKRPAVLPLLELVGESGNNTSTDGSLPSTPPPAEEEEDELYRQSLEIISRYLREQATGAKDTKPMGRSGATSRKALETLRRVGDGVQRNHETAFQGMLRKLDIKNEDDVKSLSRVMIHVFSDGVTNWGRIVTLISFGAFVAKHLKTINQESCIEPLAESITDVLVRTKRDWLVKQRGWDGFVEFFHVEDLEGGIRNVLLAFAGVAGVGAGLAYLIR
Mcl1 Bid PPI: Mcl-1/Bid interaction inhibition; Q07820; TR-FRET Mcl-1/Bid-Dy647 peptide binding, 1536-well; inhibition, % at 21.7 µM; actives 0.97% (n = 220,000); AID 1021;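 active = compounds that cut the binding signal by more than half at the single screening dose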;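 also: His-tagged Mcl-1 with europium anti-His antibody binding Bid BH3 peptide; 0% = Mcl-1 plus peptide wells and 100% = peptide-only wells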
Pf gamet viab: inhibitors of late stage P. falciparum gametocyte viability; P. falciparum stage V gametocytes, ATP luminescence, 24 h; inhibition, % at 10.9 µM; actives 0.065% (n = 150,000);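 active = inhibition above the mean plus 3 SD of compounds within the control limits, set per campaign, cut at about 38% in these data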;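 also: 0% = DMSO wells and 100% = medium only without gametocytes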
Avidin bead fluor: compound fluoresces at 488/530 nm on avidin beads. compound fluorescence 488/530 nm, flow cytometry; active compounds read high. fluorescence (KMESF) at 10 µM. actives 0.38% (n = 220,000). AID 1775; in the data active = fluorescence above about 47; also: inactives centre near 10
RGS4-Gao reg: modulates binding of RGS4 to human Galphao | P09471 | Multiplexed bead flow cytometry; actives lie on both sides | AID 1415 | binding response (% of control), % at 10 µM | actives 0.33% (n = 220,000); in the data active = binding response below about 49% or above about 150%; inactive = in between;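 also: fluorescent Galphao activated with aluminum fluoride binding bead-coupled RGS4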
Bim-Mcl-1: inhibitors of Bim-Mcl-1 interaction, human | Q07820 | Bead-based flow cytometry, Bim peptide-Mcl-1 binding | inhibition, % at 10 µM | actives 0.1% (n = 190,000) | AID 1009; in the data active = inhibition above about 40%;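 also: 0% = no compound tracer wells and 100% = peptide blocker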
* hit, by the source's call; ? = inconclusive; / = not tested or not shown.

Under each structure: GSH fluor	ABCG2 block	RGS8-Gao	RGS7-Gao reg	ABCB1 block	Mcl1 Noxa PPI	Mcl1 Bid PPI	Pf gamet viab	Avidin bead fluor	RGS4-Gao reg	Bim-Mcl-1
COc1ccc(-c2nnn(CC(=O)N(CCCN3CCOCC3)C(C(=O)NC3CCCC3)c3ccc(C)o3)n2)cc1 (stereo not given)
 : 31	0	111	112	0.2	-13	-12	-9	5	105	-1
CC(/C=C/c1ccccc1F)=N\NC(=O)c1ccc(Cl)cc1
 : 12	2	100	100	0.1	4	-26	/	11	98	-11
Cc1ccc(S(=O)(=O)CCSc2nc(C)cc(C)c2C#N)cc1
 : 27	49	96	101	2.1	33	13	/	14	101	-8
COCCN(CC(=O)NCc1ccc(F)cc1)C(=O)CCC(=O)Nc1ccccn1
 : 45	1	102	100	1.1	0	12	18	9	99	-4
COc1ccc(C(=O)Nc2cccc(S(C)(=O)=O)c2)cc1OC
 : 11	8	99	96	0.3	7	-6	-18	19	98	0
Cc1ccc(NC(=O)CNCc2ccccc2)cc1Br
 : 11	3	106	100	0.8	31	17	7	23	99	0
CCCCCC(=O)NNC(=S)NC(=O)c1cccc([N+](=O)[O-])c1
 : 11	-7	100	101	-1.5	-18	-39	10	4	102	-6
Cc1ccccc1NS(=O)(=O)c1cc(S(C)(=O)=O)ccc1C
 : 4	10	94	95	0.6	-10	-5	14	8	94	-6
O=c1cc(N2CCCCC2)c(-c2ccccc2)nn1Cc1c(Cl)cccc1Cl
 : 20	4	100	100	0.6	-20	-19	-2	5	98	3
NC(N)=N/N=C/c1ccc(OCc2ccc(Cl)cc2)cc1
 : 29	18	100	98	1.0	-3	-44	/	14	100	2
C/C(CC(=O)NC12CC3CC(CC(C3)C1)C2)=N\NC(=O)Cc1cccs1
 : 12	-5	100	98	-0.8	-14	-6	19	11	96	0
NNC(=O)c1nnn(-c2nonc2N)c1-c1cccs1
 : 21	13	101	99	1.1	-3	-19	/	14	100	-6
COc1cc(C(=O)OCC(=O)Nc2sccc2C(N)=O)cc(OC)c1OC
 : 25	11	101	98	0.8	16	-19	15	11	101	-6
CS(=O)(=O)Nc1ccc(C(=O)NC2CCCC2)cc1
 : 29	-2	102	96	-0.5	23	-30	-13	14	100	-3
CCSc1nc2[nH]ncc2c(=O)[nH]1
 : 12	6	102	102	0.2	-2	1	-9	11	100	-5
CN(C)c1nc(C(N)=O)nc(N2CCOCC2)n1
 : 57	0	99	94	-0.1	0	8	/	4	95	-2
CCOC(=O)Cn1c(=NC(=O)CC)sc2c(C)cc(C)cc21
 : /	/	100	?	/	1	-17	14	5	102	/
COc1ccc(C(=O)NNC(=O)CCn2nnc(-c3ccc(C)cc3)n2)cc1OC
 : 10	-1	111	100	-0.3	19	-15	9	23	101	0
CCOC(=O)Cc1csc(NC(=O)c2cccnc2)n1
 : 26	1	101	98	-0.1	21	-22	4	18	96	-1
CCCCn1c(N)c(N2CCOCC2)c(=O)n(CC(=O)NCCc2ccccc2)c1=O
 : 17	1	101	105	0.2	10	-21	11	9	102	0
CCOC(=O)C(C)Sc1nnc(Cc2cc(=O)[nH]c(=O)[nH]2)n1-c1ccc(Cl)cc1 (stereo not given)
 : 14	2	102	104	0.3	5	1	/	28	102	-6
Cc1ccc(CNC(=O)C2CCCN(c3nc4ccsc4c(=O)s3)C2)cc1 (stereo not given)
 : 20	2	132	111	0.4	-13	-26	-4	8	108	-6
Cc1cccc(CS(=O)(=O)Cc2ccc(C(=O)NCCCN3CCCC3)o2)c1
 : 36	1	103	104	0.9	6	-7	23	11	101	1
CC(/C=C/c1ccco1)=N/NC(=O)c1ccc(C)nc1
 : /	/	99	?	/	4	-30	6	7	94	/
CCN(C(=O)Cn1cnc2cc([N+](=O)[O-])ccc2c1=O)C1CCS(=O)(=O)C1 (stereo not given)
 : 10	13	103	102	0.9	28	-5	16	12	103	3
Cc1[nH]nc(N)c1-c1ccc(Cl)cc1
 : 57	0	92	102	-0.5	3	-12	/	20	96	-2
COc1cc(SC)ccc1C(=O)Nc1ccccc1C#N
 : 35	5	101	102	0.7	8	-2	1	5	103	0
Cc1cc(C)nc(NC(=O)/C=C/c2cccs2)c1
 : 28	60	102	103	1.9	-17	-6	/	16	102	-2
CC1=C(C(N)=O)C(c2ccc(C)o2)C(C(N)=O)=C(C)N1
 : 41	3	105	100	0.7	3	-113	/	7	98	-3
Cc1cc2c(=O)n(Cc3ccco3)c(SCC(=O)N3CCCc4ccccc43)nc2s1
 : 22	15	95	95	15	1	-35	-1	10	96	-7
COc1ccc2c(C(=O)CN3CCSCC3)c[nH]c2c1
 : /	/	103	?	/	21	-52	-8	12	120	/
Cc1cc2oc(C(=O)N(Cc3cccs3)C3CCS(=O)(=O)C3)cc(=O)c2cc1Cl (stereo not given)
 : /	/	96	?	/	2	-15	-5	3	91	/
CCOc1ccccc1NC(=O)c1ccc([N+](=O)[O-])cc1
 : 12	1	98	103	0.3	1	-20	/	20	99	-2
Cc1nnc(SCC(=O)Nc2ccccc2C(=O)NC2CC2)s1
 : 19	-1	98	104	-0.3	-4	-32	-4	14	100	-5
CCN(CC)c1ccc(/C=N/NC(=O)CCC(=O)NCc2ccccc2)c(O)c1
 : 17	17	101	104	1.9	-22	-38	/	17	102	-2
CCOC(=O)C1C(=O)NC(c2ccccc2)=NC1c1ccc(Cl)cc1 (stereo not given)
 : 28	3	100	97	0.2	3	8	7	14	101	-4
Cc1ccc(CS(=O)(=O)Cc2ccc(C(=O)NCC3CCCO3)o2)cc1 (stereo not given)
 : 27	47	103	101	1.3	7	-14	/	13	104	-3
FC(F)(F)c1nc2ccccc2nc1N/N=C/c1ccc(Cl)cc1
 : 16	1	103	106	0.1	23	-6	-16	37	106	-1
COc1cc(C=O)ccc1OCCSc1ccc(C)cc1
 : 34	13	98	96	-0.2	-6	-7	/	11	98	-2
COc1ccc(CCn2c(=O)c3cccnc3n(Cc3cccc([N+](=O)[O-])c3)c2=O)cc1OC
 : 13	12	101	100	9.3	5	-4	/	10	103	-3
Cc1cc(C2(c3ccc(O)c(C)c3)OC(=O)c3ccccc32)ccc1O
 : 23	-6	105	101	-1.4	19	-19	-6	11	102	-5
CCOC(=O)c1ccc2nc(NC(C)=O)sc2c1
 : 23	16	101	99	0.2	25	39	7	5	100	-2
O=C(NCc1ccco1)c1nc2c(nnn2Cc2ccccc2Cl)c(=O)[nH]1
 : 61	0	96	96	-0.1	3	-27	/	4	96	0
Cc1cc(C)nc(NC(=O)CSc2nc3cc(Cl)ccc3s2)n1
 : 12	2	101	101	0.3	10	-14	-18	8	100	3
O=C(OCC#CCSc1nnc(-c2ccc(Br)cc2)o1)c1cccs1
 : 21	0	95	96	2.0	-5	2	-11	10	95	-4
CCC1CCCCN1Cc1ccc(CNS(=O)(=O)c2ccc3c(c2)oc(=O)n3C)o1 (stereo not given)
 : 8	10	107	109	5.7	4	-61	24	23	111	-4
Cc1cccc(Nc2c3c(nc4ccccc24)CCC3)c1
 : /	/	100	?	/	27	0	-1	7	104	/
COc1ccc(/C=C/C(=O)Oc2ccc(C)c(C)c2)cc1OC
 : 24	9	101	97	0.0	14	-19	6	9	103	0
COC(=O)C[N+](C)(C)CC#Cc1ccccc1
 : 3	1	96	98	0.6	7	-30	/	10	101	0
COC(=O)C(=Nc1ccccc1)/C(C(=O)C(=O)N(C)c1ccccc1)=C(\O)c1ccc(Cl)cc1
 : 23	1	99	96	0.7	17	-31	3	10	101	0
CCCC1Cc2nc(N3CCCCC3)c(C#N)cc2CO1 (stereo not given)
 : 19	1	99	103	0.3	-3	-1	/	5	98	4
CCSc1nc(O)c(CC)c(=O)n1C(C)CC (stereo not given)
 : 32	9	107	106	1.0	10	-27	-12	12	108	-2
COCCCN1C(=O)C(=O)/C(=C(/O)c2ccc(OC)cc2)C1c1ccc(O)c(OC)c1 (stereo not given)
 : 15	3	100	96	0.9	9	-33	/	8	98	-1
O=C(CCSc1nc(-c2ccco2)cc(C(F)(F)F)n1)NCc1cccs1
 : 20	2	98	100	0.1	-10	-10	/	21	99	0
CC(C)CC(NC(=O)C(CC(C)C)NC(=O)OC(C)(C)C)C(=O)O (stereo not given)
 : 17	0	/	/	0.1	8	-22	8	/	/	0
C=CCn1c(SCC(=O)N2CCc3ccccc3C2)nc2sc(C)cc2c1=O
 : 40	4	111	121	6.5	21	-18	/	9	108	0
COc1ccc(C(=O)NCc2nnc(SCC(=O)Nc3cccc(F)c3)o2)cc1
 : 14	3	103	111	0.2	14	-6	18	5	104	-1
O=S(=O)(N/N=C\c1ccc(-c2ccccc2Cl)o1)c1ccccc1
 : 15	1	104	104	0.1	16	-6	/	5	104	0
COc1ccccc1N(C)S(=O)(=O)c1ccc(C(=O)OCC(=O)N2CCC2)cc1
 : 25	3	100	96	0.3	12	-14	-23	11	98	1
Cc1ccc2[nH]c(=O)c(CN(CC3CCCO3)C(=S)Nc3ccccc3)cc2c1 (stereo not given)
 : 16	1	103	100	0.8	6	-50	-36	5	103	-1

The listing continues.
Under each structure: GSH fluor	ABCG2 block	RGS8-Gao	RGS7-Gao reg	ABCB1 block	Mcl1 Noxa PPI	Mcl1 Bid PPI	Pf gamet viab	Avidin bead fluor	RGS4-Gao reg	Bim-Mcl-1
CCN(CC)c1ccc(C(=O)N2CCN(Cc3ccccc3)CC2)cc1
 : 10	5	97	101	1.3	2	-38	3	6	99	-2
COc1cc2[nH]c(=S)n(NC(=O)c3ccccc3)c(=O)c2cc1OC
 : 21	0	93	99	-0.1	12	-68	/	24	96	-5
CCOc1ccc(NC(=O)CCNc2c(N3CCCC3)c(=O)c2=O)cc1
 : 30	2	100	96	0.5	14	-5	/	14	100	-1
CCOc1ccc(C(=O)N2CCn3c2nc2ccccc23)cc1
 : 12	11	100	100	0.7	8	8	9	10	100	0
O=C(C1CCCN(S(=O)(=O)c2cccc3nsnc23)C1)N1CCCCCC1 (stereo not given)
 : 13	3	103	96	0.3	-17	-22	3	5	96	1
O=S(=O)(NCCNS(=O)(=O)c1cccs1)c1cccs1
 : 14	7	103	101	0.7	-19	-19	-22	9	101	-2
O=C(N/N=C/c1ccccc1)c1n[nH]c2c1CCCC2
 : 13	6	99	?	0.2	15	-8	9	12	102	1
O=C(Nc1ccc2ccccc2c1)c1cnccn1
 : 23	30	100	95	-0.1	32	-26	-12	20	95	-3

Quoted at random: 2 entries already listed.
Under each structure: GSH fluor	ABCG2 block	RGS8-Gao	RGS7-Gao reg	ABCB1 block	Mcl1 Noxa PPI	Mcl1 Bid PPI	Pf gamet viab	Avidin bead fluor	RGS4-Gao reg	Bim-Mcl-1
COc1cc2[nH]c(=S)n(NC(=O)c3ccccc3)c(=O)c2cc1OC
 : 21	0	93	99	-0.1	12	-68	/	24	96	-5
CCN(CC)c1ccc(C(=O)N2CCN(Cc3ccccc3)CC2)cc1
 : 10	5	97	101	1.3	2	-38	3	6	99	-2
